Bioassay records as filed in PubChem BioAssay.
Calpain2 inh: calpain II (pig) inhibition; purified calpain II, fluorogenic peptide substrate, 30 min; inhibition, % at 16 µM; 220,000 compounds, 0.37% hits;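 active = inhibition above about 50%, limit read from the data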
KLK5 inh: inhibitors of human kallikrein 5; recombinant hK5, fluorogenic AMC substrate cleavage; inhibition, % at 5 µM; 210,000 compounds, 0.59% hits;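 active = inhibition of 40% or more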;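 note: 0% = enzyme controls without compound and 100% = no-enzyme blanks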
Target sequence (Q9Y337 67-293 limits assumed): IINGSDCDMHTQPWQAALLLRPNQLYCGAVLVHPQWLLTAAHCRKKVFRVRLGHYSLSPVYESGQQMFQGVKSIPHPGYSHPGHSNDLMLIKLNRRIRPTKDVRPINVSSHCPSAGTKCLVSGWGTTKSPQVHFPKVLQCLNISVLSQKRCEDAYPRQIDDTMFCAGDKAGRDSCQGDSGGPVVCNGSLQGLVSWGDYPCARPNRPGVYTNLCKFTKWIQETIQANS
Thrombin inh: thrombin (human) inhibition; P00734; alpha-thrombin, Boc-VPR-AMC fluorogenic substrate cleavage; inhibition, % at 5 µM; 220,000 compounds, 0.26% hits;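 active = inhibition at or above 40%; inactive = inhibition below 40%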;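 note: 0% = enzyme with no compound and 100% = wells without enzyme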
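Test system: human alpha-thrombin; medium: pH 7.5 Tris-saline with Tween 20; times: reaction at room temperature; signal: AMC fluorescence at 355 nm excitation and 460 nm emission; also added: Boc-VPR-AMC substrate, 15 µM final; dosing: one concentration per compound, 5 µM, with 0.2% DMSO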
KCC2 mod: modulators of human KCC2 chloride dependent transport. Q9H2X9. KCC2 cells, thallium flux FluoZin-2 fluorescence. B-score of Tl+ flux slope (higher = more flux/activation; lower = inhibition) at 10 µM. 190,000 compounds, 2.2% hits. AID 1456;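 active = thallium flux slope and its plate-corrected score both differing from the plate sample mean at a set confidence after two filtering rounds, in either direction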;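 note: slope of fluorescence scaled to starting intensity during 10 to 20 s after thallium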
FXIIa inh: factor XIIa (human) inhibition; inhibition, % at 5 µM; purified FXIIa, Boc-QGR-AMC fluorogenic substrate, 2 h; 220,000 compounds, 0.3% hits; P00748; in the data active = inhibition above about 40%;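 note: 0% = enzyme with no compound and 100% = blank without enzyme; many of its hits are not listed in these tables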
PERK inh: inhibitors of human PERK kinase | CHO PERK-DD fusion, SEAP luminescence translation reporter | 220,000 compounds, 0.17% hits | Q9NZJ5 | AID 1416 | inhibition, % at 5.6 µM;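 active = inhibition above the mean inhibition of all tested compounds plus 3 SD, set separately per screening campaign, cut at about 2.9% in these data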;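 note: PERK kinase domain activated by AP20187 dimerizer at 100 nM; 0% = DMSO with dimerizer and 100% = rapamycin at 8.4 µM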
Rad51 HR inh: blocks human Rad51 in homologous recombination; hRad51 DNA strand exchange, fluorescence dequenching; inhibition, % at 10 µM; 200,000 compounds, 0.085% hits; AID 1385;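 active = inhibition above 40% at the single screening dose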;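 note: 0% = DMSO control wells and 100% = blanks with heterologous ssDNA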
Target sequence (Q06609 whole entry, looked up): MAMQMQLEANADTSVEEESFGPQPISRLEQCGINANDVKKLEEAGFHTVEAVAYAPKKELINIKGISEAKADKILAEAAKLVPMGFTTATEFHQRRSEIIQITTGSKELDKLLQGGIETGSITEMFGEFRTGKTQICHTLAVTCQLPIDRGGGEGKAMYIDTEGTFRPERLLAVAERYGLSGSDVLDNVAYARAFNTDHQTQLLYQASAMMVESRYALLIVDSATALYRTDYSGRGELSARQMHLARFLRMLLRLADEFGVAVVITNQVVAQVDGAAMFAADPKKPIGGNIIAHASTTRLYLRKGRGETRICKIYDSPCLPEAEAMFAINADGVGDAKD
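System: hRad51 filaments on single-stranded DNA; reagent: Fluorescein- and BHQ1-tagged 47-mer duplex; compound dosing: one concentration, 10 µM final; timing: filaments 15 min 37 °C, then compound 30 min; measured by: fluorescein emission 520 nm, excitation 485 nm; benchmarks: per-plate controls and blanks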
FXIa inh 1536: factor XIa (human) inhibition; purified FXIa, Boc-Glu-Ala-Arg-AMC fluorogenic substrate; inhibition, % at 5 µM; 220,000 compounds, 0.14% hits; AID 798;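 active = inhibition of at least 40%; inactive = inhibition below 40%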;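 note: fluorescence of freed AMC excited at 355 nm; 0% = enzyme without compound and 100% = no enzyme blank; many of its hits are not listed in these tables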
Furin inhibitor: inhibitors of human furin; P09958; purified furin, fluorogenic substrate cleavage; inhibition, % at 30 µM; 220,000 compounds, 0.061% hits; AID 463115; in the data active = inhibition above about 25%; note: inactives centre near -15
* = called active by the depositor; x = no result given; [ ] = dose if it differs, or a comment. A portion of the library (hit frequency here may not be typical).

Values run as follows: Calpain2 inh | KLK5 inh | Thrombin inh | KCC2 mod | FXIIa inh | PERK inh | Rad51 HR inh | FXIa inh 1536 | Furin inhibitor
- CN(C)S(=O)(=O)c1ccc(NC(=O)c2cc(F)c(F)cc2Cl)cc1
    2.3 | 0.5 | 1.2 | 0.397 | 8.0 | 0.9 | 5.9 | -0.6 | -26.5[20 µM]
- CN(C)C(=O)CCN1CCOCC1
    -11.3 | -1.6 | -18.2 | 0.39 | -1.4 | 0.9 | 2.8 | 4.9 | -15.0[20 µM]
- O=C(NCc1ccc2c(c1)OCO2)c1ccncc1
    18.9 | -13.6 | -3.3 | 0.871 | -0.3 | 0.8 | -0.4 | -8.1 | -23.0
- CCOC(=O)c1cccnc1SC(CC)C(=O)NCc1ccco1 (centres undefined)
    -77.6 | -1.0 | -3.2 | -0.448 | 10.0 | -0.9 | -2.2 | -0.7 | -27.8[20 µM]
- CCOC(=O)c1cnc2ccc(OC)cc2c1Nc1ccc2c(c1)OCCO2
    35.8 | 6.7 | -2.2 | -1.87 | 2.2 | -1.0 | 7.5 | -2.8 | -12.5[20 µM]
- Cc1cccc(C)c1NC(=O)C(c1ccc([N+](=O)[O-])cc1)N(C)C(=O)c1ccccn1 (centres undefined)
    15.8 | -3.6 | -2.4 | 0.861 | 6.1 | -1.3 | x | -4.2 | -3.0
- COc1cc(OC)c(C2C(C(=O)Nc3ccccc3)=C(C)Nc3ncnn32)cc1OC (centres undefined)
    9.8 | -5.0 | -3.3 | x | 5.0 | 1.8 | 1.3 | -8.9 | -13.9
- COc1ccc(CCNC(=O)CCNS(=O)(=O)c2cccc3nsnc23)cc1OC
    -42.2 | -21.3 | -2.1 | 1.56 | 11.8 | 1.1 | 4.4 | -9.0 | -11.1
- Cc1cc(C)nc(SCCS(=O)(=O)Cc2ccccc2)n1
    -10.5 | 114.9* | 20.6 | -0.613 | 19.9 | -0.1 | 0.3 | 8.2 | -17.9[20 µM]
- O=C(O)CCN1C(=O)/C(=C\c2ccc(-c3nc4ccccc4s3)o2)SC1=S
    -115.5 | -1.0 | 1.1 | -0.414 | 12.2 | 0.2 | -1.7 | 6.0 | 8.0[20 µM]
- Cn1nnnc1SCC(=O)Nc1ccccc1C(N)=O
    16.5 | 1.2 | -7.4 | -0.207 | 1.1 | -0.7 | -8.5 | -5.5 | 2.9
- O=C(NNC(=S)NCc1ccccc1)c1cccc([N+](=O)[O-])c1
    -6.9 | -7.6 | -5.3 | -0.676 | 1.8 | 0.8 | x | -3.5 | -26.4
- O=C(Cc1ccc([N+](=O)[O-])cc1)Nc1cccnc1
    21.1 | 29.3 | -3.8 | 1.13 | 3.6 | 0.0 | -5.1 | -15.6 | -10.0
- Cc1ccc(NC(=S)NNC(=O)c2nnn(-c3ccccc3)c2C)cc1
    3.3 | -77.4 | -2.2 | 1.83 | 3.0 | 1.0 | -21.2 | 0.2 | -22.6
- CCOc1ccc(N2C(=O)C3ON(C)C(c4ccc([N+](=O)[O-])cc4)C3C2=O)cc1 (centres undefined)
    -6.8 | 0.4 | 0.1 | 1.11 | 7.2 | 1.7 | 11.2 | 1.4 | -24.0
- CCc1ccccc1NC1=NCC(=O)N1C1CCCC1
    -2.3 | 7.6 | 1.3 | -0.497 | 8.3 | -0.4 | 4.0 | -4.0 | -18.5
- Cc1nc2nc(C)c(CCC(=O)N3CCOCC3)c(C)n2n1
    -13.0 | -3.5 | -1.2 | -0.0516 | 1.1 | -0.2 | -8.2 | -5.8 | -28.9
- COc1cccc(CNC(=O)CC2C(=O)NCCN2Cc2ccoc2)c1OC (centres undefined)
    -21.7 | -3.2 | -1.1 | -0.088 | 4.4 | 0.6 | 4.9 | -1.9 | -26.9
- COc1cc(/C=C/C(=O)O)cc(S(=O)(=O)NCc2ccco2)c1OC
    -9.8 | 11.3 | 3.0 | 1.01 | 9.3 | -0.2 | 3.5 | -4.7 | -26.9
- CC(=O)C1=C(O)C(=O)N(CCCCCC(=O)O)C1c1ccc(N(C)C)cc1 (centres undefined)
    -2.4 | -5.1 | 2.0 | 1.11 | 9.5 | 0.3 | -0.1 | -1.6 | -16.6

3 of the entries above in order of the PERK inh value, highest first:
Values run as follows: Calpain2 inh | KLK5 inh | Thrombin inh | KCC2 mod | FXIIa inh | PERK inh | Rad51 HR inh | FXIa inh 1536 | Furin inhibitor
- CCOc1ccc(N2C(=O)C3ON(C)C(c4ccc([N+](=O)[O-])cc4)C3C2=O)cc1 (centres undefined)
    -6.8 | 0.4 | 0.1 | 1.11 | 7.2 | 1.7 | 11.2 | 1.4 | -24.0
- Cc1ccc(NC(=S)NNC(=O)c2nnn(-c3ccccc3)c2C)cc1
    3.3 | -77.4 | -2.2 | 1.83 | 3.0 | 1.0 | -21.2 | 0.2 | -22.6
- Cc1nc2nc(C)c(CCC(=O)N3CCOCC3)c(C)n2n1
    -13.0 | -3.5 | -1.2 | -0.0516 | 1.1 | -0.2 | -8.2 | -5.8 | -28.9

Back to the main list, repeating the 4 entries before the break.
Values run as follows: Calpain2 inh | KLK5 inh | Thrombin inh | KCC2 mod | FXIIa inh | PERK inh | Rad51 HR inh | FXIa inh 1536 | Furin inhibitor
- Cc1nc2nc(C)c(CCC(=O)N3CCOCC3)c(C)n2n1
    -13.0 | -3.5 | -1.2 | -0.0516 | 1.1 | -0.2 | -8.2 | -5.8 | -28.9
- COc1cccc(CNC(=O)CC2C(=O)NCCN2Cc2ccoc2)c1OC (centres undefined)
    -21.7 | -3.2 | -1.1 | -0.088 | 4.4 | 0.6 | 4.9 | -1.9 | -26.9
- COc1cc(/C=C/C(=O)O)cc(S(=O)(=O)NCc2ccco2)c1OC
    -9.8 | 11.3 | 3.0 | 1.01 | 9.3 | -0.2 | 3.5 | -4.7 | -26.9
- CC(=O)C1=C(O)C(=O)N(CCCCCC(=O)O)C1c1ccc(N(C)C)cc1 (centres undefined)
    -2.4 | -5.1 | 2.0 | 1.11 | 9.5 | 0.3 | -0.1 | -1.6 | -16.6
- CCN(CC)CCN(C)C(=O)CCc1nnc(-c2ccc(C)s2)o1
    -15.3 | -5.3 | -9.2 | x | 4.5 | 0.3 | -4.4 | -5.8 | -9.3
- Fc1ccccc1NC(=S)Nc1cccnc1
    -15.1 | 0.2 | -3.5 | -0.686 | 8.5 | 0.3 | 17.4 | -0.2 | -23.8
- COc1c(Cl)cc(C(=O)Nc2ccccc2C(=O)O)cc1Cl
    25.0 | 18.6 | 6.7 | x | 16.7 | 1.1 | -2.3 | -1.8 | -14.6
- COc1ccc(/C=N/NC(=O)c2ccc(Br)cc2)cc1CN1CCOCC1
    -4.4 | -0.6 | 3.2 | -0.0183 | 7.9 | -0.3 | -3.7 | -3.3 | -7.5
- CCC(=O)OCC(=O)Nc1cc(C)c(C)cc1[N+](=O)[O-]
    22.6 | -8.9 | -11.4 | 1.14 | 7.9 | 0.5 | 8.2 | 2.0 | -16.6
- COc1ccc(OC(=O)Nc2ccc([N+](=O)[O-])cc2OC)cc1
    -2.9 | 1.2 | 1.8 | 0.192 | 17.8 | 1.8 | 24.9 | 4.2 | -14.1
- COc1cccc(C(=O)OCn2nnc3ccccc3c2=O)c1
    7.1 | -9.9 | -7.2 | -1.8 | 4.6 | 2.1 | -10.8 | 0.6 | 19.0[20 µM]
- COc1ccccc1NCC(=O)NNCC(=O)Nc1ccc(F)c(Cl)c1
    -19.0 | 0.1 | -56.9 | -0.0559 | 12.6 | -0.7 | 9.8 | 7.3 | -28.9
